# BoNT-A LC inh2 – BoNT/A light chain protease inhibitors, primary screen, biochemical, flow cytometry, MLPCN library. Botulinum neurotoxin type A light chain protease (Clostridium botulinum A str. ATCC 3502). multiplex microsphere protease substrate cleavage. inhibition, % at 10 µM. hit rate 0.17% among 360,000. AID 588499, 2011; further: plate controls were buffer without enzyme for full effect and enzyme alone for no effect
# TcdB GH inh – TcdB glycohydrolase inhibitors, primary screen, biochemical, single point, plate reader | Toxin B (Clostridioides difficile), P18177 | TcdB glycohydrolase enzymatic assay | inhibition, % at 9.99 µM | hit rate 0.24% among 350,000 | AID 652162, 2013; in the data active means inhibition above about 10%
# Anthrax LF inh2 – Bacillus anthracis LF protease inhibitors, primary screen, biochemical, multiplex microsphere, MLPCN library | Lethal factor (Bacillus anthracis), P15917 | multiplex microsphere protease cleavage assay | inhibition, % at 10 µM | hit rate 0.12% among 360,000; further: plate controls were buffer without enzyme for full effect and enzyme alone for no effect
# Target sequence (P15917 whole entry, looked up): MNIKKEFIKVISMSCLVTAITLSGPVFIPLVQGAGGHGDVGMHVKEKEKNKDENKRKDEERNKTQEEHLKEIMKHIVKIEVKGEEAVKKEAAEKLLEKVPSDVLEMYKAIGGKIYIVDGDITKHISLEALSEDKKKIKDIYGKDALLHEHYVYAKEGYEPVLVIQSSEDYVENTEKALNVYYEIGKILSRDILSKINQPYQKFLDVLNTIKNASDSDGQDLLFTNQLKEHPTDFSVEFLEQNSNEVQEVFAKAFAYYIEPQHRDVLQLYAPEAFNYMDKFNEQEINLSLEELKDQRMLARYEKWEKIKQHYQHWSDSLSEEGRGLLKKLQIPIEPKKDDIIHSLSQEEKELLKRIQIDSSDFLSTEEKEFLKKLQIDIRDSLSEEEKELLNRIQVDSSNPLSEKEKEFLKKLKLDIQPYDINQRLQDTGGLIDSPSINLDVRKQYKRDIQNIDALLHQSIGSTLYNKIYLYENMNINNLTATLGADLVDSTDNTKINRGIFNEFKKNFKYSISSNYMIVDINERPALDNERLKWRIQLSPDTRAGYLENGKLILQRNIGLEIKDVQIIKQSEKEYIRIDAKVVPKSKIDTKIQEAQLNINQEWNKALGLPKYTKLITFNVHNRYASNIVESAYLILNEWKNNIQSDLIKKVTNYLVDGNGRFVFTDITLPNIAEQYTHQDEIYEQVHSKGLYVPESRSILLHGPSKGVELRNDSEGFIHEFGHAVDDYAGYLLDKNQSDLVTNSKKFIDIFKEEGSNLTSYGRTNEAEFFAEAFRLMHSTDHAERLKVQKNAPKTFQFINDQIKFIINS
# Y pestis TopoI – Yersinia pestis topoisomerase I inhibitors, primary screen, biochemical, cleavage product accumulation, plate reader, single point; DNA topoisomerase I (Yersinia pestis CO92); Y. pestis Topo-I cleavage product accumulation; activity, % at 10 µM; hit rate 0.064% among 360,000; AID 504884, 2011; in the data active means activity above about 50%, passing the limit was not always enough; inconclusive means no clear call, values can overlap the other calls; further: inactives centre near 2
# PriA SSB inh – inhibitors of Klebsiella pneumoniae PriA binding to SSB C-terminal tail, primary screen, biochemical, AlphaScreen. PriA–SSB C-terminal tail interaction (Klebsiella pneumoniae). AlphaScreen SSBct-PriA binding, biotinylated peptide. inhibition, % at 33 µM. hit rate 0.6% among 430,000. AID 1272365, 2023; in the data active means inhibition mostly above about 37%, no sharp cut-off; inactive means mostly below about 20%;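 further: plate controls were negative control peptide for no effect and reference peptide for full effect; strong numbers were not always called active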
# Vc quorum ag – inducers of Vibrio cholerae quorum light production without autoinducers, primary screen, BH1578 luxS cqsA deficient, single point. V. cholerae BH1578 lux reporter, luminescence, 6 h. activation, % at 18.7 µM. hit rate 0.16% among 350,000; in the data active means activation mostly above about 9.7%, no sharp cut-off; inconclusive means no clear call, values can overlap the other calls; inactive means mostly below about 3.7%; further: not every result past the cut was called active; inactives centre near 0; reference of the scale not given here
# CCHF vOTU inh – CCHFV vOTU protease inhibitors, primary screen, biochemical, Pep-AMC substrate, fluorescence. Crimean-Congo hemorrhagic fever virus L polyprotein viral ovarian tumor (vOTU) protease …. inhibition, % at 11.5 µM. hit rate 0.55% among 370,000. AID 651958, 2012; in the data active means inhibition above about 30%; further: 0% = vehicle wells with enzyme and 100% = no enzyme wells
# SARS 3CLpro inh – SARS-CoV 3CLpro protease inhibitors, primary screen, biochemical, quenched FRET. Replicase polyprotein 1ab (Severe acute respiratory syndrome coronavirus), P0C6X7. recombinant SARS-CoV 3CLpro, quenched FRET peptide cleavage. inhibition, % at 6 µM. hit rate 0.14% among 290,000; in the data active means inhibition above about 12%
# VHR inh abs – VHR1 phosphatase inhibitors, primary screen, biochemical, absorbance, uHTS; Dual specificity protein phosphatase 3 (Homo sapiens), P51452; recombinant VHR phosphatase, pNPP absorbance; inhibition, % at 13.3 µM; hit rate 0.52% among 290,000; in the data active means inhibition above about 50%; further: some compounds called inactive have numbers as strong as hits
# Target sequence (P51452 whole entry, looked up): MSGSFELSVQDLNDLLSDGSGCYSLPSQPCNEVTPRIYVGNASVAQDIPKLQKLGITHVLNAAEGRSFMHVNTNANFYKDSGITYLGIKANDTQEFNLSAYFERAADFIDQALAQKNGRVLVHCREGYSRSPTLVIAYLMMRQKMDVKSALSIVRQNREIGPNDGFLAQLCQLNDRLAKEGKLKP
# PfHsp40 yeast – rescue of yeast from PfHsp40 toxicity, primary screen, S. cerevisiae, ATP luminescence; S. cerevisiae expressing PfHsp40, growth rescue; hit rate 0.68% among 340,000; growth rescue, % at 12.5 µM; in the data active means growth rescue above about 28%, passing the limit was not always enough; inconclusive means no clear call, values can overlap the other calls;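 further: yeast W303a lacking pdr1 and pdr3 grown in galactose medium; growth measured after three days at 30 °C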
# * = called active by the depositor; i = inactive; ? = inconclusive; . = not tested or not shown. Unless noted, no stated cut-off is given here; in the data, active means inhibition above about 30%; inconclusive means no clear call, values can overlap the other calls; inactive means below that. Some of the compounds tested; rates above refer to the full screens.
SMILES,BoNT-A LC inh2,TcdB GH inh,Anthrax LF inh2,Y pestis TopoI,PriA SSB inh,Vc quorum ag,CCHF vOTU inh,SARS 3CLpro inh,VHR inh abs,PfHsp40 yeast
Cn1c2c(c(=O)c3ccccc31)CCCC2,4.5,-0.7,-6,6,-30,i,-4,-4,27,0.4
CCc1nc2ccc(C(=O)NCCc3ccccc3OC)cc2nc1CC,0.5,0.8,-2,4,-6,i,7,2,11,-1.2
O=C(CSc1nnc(CNc2ccc(F)cc2)n1CC1CCCO1)N1CCOCC1 (stereo unspecified),0.8,0.8,-1,1,1,i,16,6,34,1.3
CCCCN(C)C(=O)c1nc2ccccn2c1CN1CCN(c2ncccn2)CC1,0.1,-1.3,-1,-3,-1,-0.5,1,-1,17,-0.7
Cc1ccc(N(CC(=O)N/N=C/c2cccs2)S(C)(=O)=O)cc1Cl,1.3,.,-1,22,.,i,-1,3,9,-0.6
COc1ccccc1NC(=O)COC(=O)CCC1CCCC1,0.8,1.4,-12,7,-6,i,9,.,.,0.2
CN(C(=O)c1cccc(NC(=O)Cc2ccc(NC(=O)C3CCN(C(=O)c4ccccc4)CC3)cc2)c1)C1CCCCC1,0.2,-0.5,-1,27,6,-1.0,8,.,.,-0.4
COc1ccc(S(=O)(=O)N2CCCCCC2)cc1N,-0.1,0.0,-1,6,4,-0.4,-5,-2,24,-0.8
COc1ccc(CN2CCNC(=O)C2CC(=O)NCCSc2nccn2C)cc1OC (stereo unspecified),0.5,0.4,2,5,8,i,9,-1,12,-0.6
CSC(=Nc1ccccc1)c1c(O)n(C)c(=O)n(C)c1=O,-1.4,-0.6,-4,-3,-7,-0.3,-1,0,15,-1.1
COc1ccc(/C=N/OC(=O)Nc2ccccc2OC)cc1,-0.5,0.4,-9,3,.,-0.3,-1,2,20,2.5
COc1ccc(-c2cc(-c3c(O)c(OC)c4occc4c3OC)[nH]n2)cc1OC,1.4,0.8,-3,-13,32,i,-5,6,19,31*
Cc1ccc(C)c(C(=O)CSc2nc3ccccc3c(=O)[nH]2)c1,0.7,0.6,-3,-1,-19,i,-5,-3,19,1.3
CCCOc1ccc(/C=N/Nc2ccc(C(=O)O)cc2)c(OCCC)c1,0.8,0.7,0,-1,.,i,8,2,-17,1.3
CCN(CC(=O)N1CCOCC1)S(=O)(=O)c1ccc(C)cc1,0.2,.,-1,2,-6,-0.6,2,4,7,-1.5

# Four of the compounds above, as labelled records.
SMILES: COc1ccccc1NC(=O)COC(=O)CCC1CCCC1
  BoNT-A LC inh2: 0.8
  TcdB GH inh: 1.4
  Anthrax LF inh2: -12
  Y pestis TopoI: 7
  PriA SSB inh: -6
  Vc quorum ag: i
  CCHF vOTU inh: 9
  SARS 3CLpro inh: .
  VHR inh abs: .
  PfHsp40 yeast: 0.2
SMILES: COc1ccc(-c2cc(-c3c(O)c(OC)c4occc4c3OC)[nH]n2)cc1OC
  BoNT-A LC inh2: 1.4
  TcdB GH inh: 0.8
  Anthrax LF inh2: -3
  Y pestis TopoI: -13
  PriA SSB inh: 32
  Vc quorum ag: i
  CCHF vOTU inh: -5
  SARS 3CLpro inh: 6
  VHR inh abs: 19
  PfHsp40 yeast: 31*
SMILES: COc1ccc(S(=O)(=O)N2CCCCCC2)cc1N
  BoNT-A LC inh2: -0.1
  TcdB GH inh: 0.0
  Anthrax LF inh2: -1
  Y pestis TopoI: 6
  PriA SSB inh: 4
  Vc quorum ag: -0.4
  CCHF vOTU inh: -5
  SARS 3CLpro inh: -2
  VHR inh abs: 24
  PfHsp40 yeast: -0.8
SMILES: CCc1nc2ccc(C(=O)NCCc3ccccc3OC)cc2nc1CC
  BoNT-A LC inh2: 0.5
  TcdB GH inh: 0.8
  Anthrax LF inh2: -2
  Y pestis TopoI: 4
  PriA SSB inh: -6
  Vc quorum ag: i
  CCHF vOTU inh: 7
  SARS 3CLpro inh: 2
  VHR inh abs: 11
  PfHsp40 yeast: -1.2

# Later entries
SMILES,BoNT-A LC inh2,TcdB GH inh,Anthrax LF inh2,Y pestis TopoI,PriA SSB inh,Vc quorum ag,CCHF vOTU inh,SARS 3CLpro inh,VHR inh abs,PfHsp40 yeast
O=C(N/N=C/C=C/c1ccco1)c1ccncc1,.,0.2,.,0,i,-0.2,3,1,30,0.7
C/C(Cn1nnc2ccccc21)=N\NC(=O)c1cccc(Br)c1,0.3,.,1,0,.,1.7,-2,8,1,0.0
O=C(NCCN1CCC(n2c(=O)[nH]c3ccccc32)CC1)c1c(F)cccc1F,0.1,4.5,-10,.,.,.,-10,.,.,.
Cc1ccc(C)c(OCCn2cc(/C=C(\C#N)C(=O)NCc3ccco3)c3ccccc32)c1,-2.3,-0.1,0,32,1,-0.4,-17,-3,-1,-0.3
Cc1ccc(SCC(=O)N2CC(C)OC(C)C2)cc1 (stereo unspecified),-1.7,.,-11,11,-14,i,13,-4,-8,-1.3
CCC(C)c1c(O)nc(SCC(=O)c2ccccc2)[nH]c1=O (stereo unspecified),-0.4,.,-2,3,-4,i,-10,-1,-6,-0.7
COc1cccc(N2CCN(CC(=O)Nc3ccc(S(=O)(=O)N4CCCCCC4)cc3)CC2)c1,.,0.6,.,13,-1,1.0,4,.,.,-0.8
Cc1c(Cl)cccc1NC(=O)CNC(=O)Cc1n[nH]c(=O)c2ccccc12,-0.1,-0.7,1,-1,-13,3.3,-10,.,.,-1.2
CSc1ccc(Cn2nnc(C(=O)NCc3ccccc3)c2N)cc1,-0.2,0.3,-6,13,-11,-0.6,0,3,45,0.7
Cc1ccc(C)c(N2CC(C(=O)O)CC2=O)c1 (stereo unspecified),0.0,-1.1,-3,-5,-10,-1.1,-11,9,30,-1.1
CCOC(=O)CSc1nc2c(sc(=S)n2-c2ccccc2)c(=O)n1-c1ccc(OC)cc1OC,-1.2,1.1,5,1,-7,i,-6,-5,53*,1.3
CCC(=O)c1ccc(O)cc1,0.1,0.6,-14,-6,-8,i,3,2,5,0.2
COc1ccc(CCNCC(=O)Nc2ccc(OC(F)F)cc2)cc1,-0.6,-1.3,-11,-6,-1,-1.2,-10,-2,36,-0.5
Cc1ccc(NC(=O)CCNC(=O)c2ccccc2Cl)nc1,-0.3,0.0,-5,1,-8,i,13,2,76,-0.8
C/C(=N\NC(=O)c1ccc(C)cc1C)c1ccc(-n2ccnc2)cc1,-0.3,.,-2,6,.,-1.7,12,1,13,0.4
CN1CCN(Cc2nc(-c3cccs3)no2)CC1c1ccccc1 (stereo unspecified),0.4,0.9,1,-8,16,-0.3,-8,2,5,1.5
N/C(=N\OC(=O)CCc1ccccc1)c1ccc(Br)cc1,-0.3,0.3,-4,-9,.,i,-15,1,15,0.8
COc1ccc(Nc2cc(C(=O)NCCCN3CCN(C)CC3)c3ccccc3n2)c(OC)c1,1.0,.,-2,-10,19,-3.9,3,0,27,-0.6
O=C(NCCCN1CCCCCC1)C1CC(=O)N(C2CCCC2)C1 (stereo unspecified),1.1,.,-3,11,11,-1.7,-12,6,19,-1.4
CCSc1nc(-c2ccc(OC)cc2)cc(-c2ccc(OC)cc2)c1C#N,6.5,.,-1,1,3,1.5,-3,0,20,-0.1
CCN(CC(=O)Nc1ccccc1Br)C1CCCCC1,1.6,-1.2,-2,46,-20,-0.4,6,4,11,-0.7
CCOC(=O)CCC(=O)Nc1ccc(S(=O)(=O)N2CCC(C)CC2)cc1,1.7,1.8,3,-2,1,0.4,0,3,14,-0.2
Cc1ccccc1C(=O)Nc1cc(S(=O)(=O)N2CCOCC2)ccc1N1CCN(C)CC1,-0.1,-0.1,-3,-7,-5,-0.2,5,.,.,-1.2
O=C(CSc1nnc2ccccn12)NNC(=O)c1ccc([N+](=O)[O-])cc1,0.1,0.5,-2,-13,-9,-0.1,0,4,26,?
COC(=O)c1sc(C(C)(C)C)cc1CS(=O)(=O)c1ccc(Cl)cc1,1.8,2.2,8,8,-10,-0.4,-1,6,1,1.0
COc1ccc(N2C(=O)c3ccccc3NC2c2ccc(OC)c(CN3CCOCC3)c2)cc1 (stereo unspecified),?,0.3,-16,11,0,0.5,-7,-5,13,-0.5
CCN(CC)S(=O)(=O)c1cccc(-c2nnc(SCC(N)=O)n2N)c1,-0.7,-0.5,1,1,-3,-0.8,-8,3,19,-0.4
C=CCOc1c2ccc(C(=O)N(CC)c3ccc(OC)cc3)cc2nn1C,0.0,-2.2,-4,3,-15,i,-3,2,13,-0.1
COc1ccc(N2C(=O)CCC(C(=O)NCCN3CCOCC3)C2c2ccc(OC)c(OC)c2)cc1 (stereo unspecified),0.4,.,0,-1,-7,0.6,12,3,-12,0.0
O=C(O)CC1(Cc2nc(-c3cccs3)no2)CCCC1,-0.5,-1.8,-1,-3,-17,-0.3,1,0,-16,-0.1
O=C(CCCn1c(SCC(=O)c2ccc(F)cc2)nc2ccccc2c1=O)NCc1ccco1,-0.5,.,1,4,-2,-0.7,6,4,32,-1.0
Cc1nn(CC(=O)N2CCC(N3CCCCC3)CC2)c(=O)c2c1sc1ccccc12,-0.1,0.2,-2,5,-1,1.2,9,1,13,0.7
Cc1cc([N+](=O)[O-])nn1CCCC(=O)Nc1c(C)n(C)n(-c2ccccc2)c1=O,-2.1,0.1,1,3,-4,-0.4,-5,-7,5,3.4
Cc1ccccc1S(=O)(=O)NC(=O)C1(C)CCN1C(=O)C1(c2ccccc2)CCCC1 (stereo unspecified),-0.3,0.2,3,11,.,i,15,.,.,.
O=[N+]([O-])c1cccc(S(=O)(=O)N2CCN(S(=O)(=O)N3CCOCC3)CC2)c1,-2.9,1.3,-2,9,-10,i,-3,0,36,-1.2
CCOC(=O)N1CCN(C(=O)C2CCN(CC3CCCCC3)CC2)CC1,1.1,0.0,-1,-2,-6,-0.2,-2,-6,-2,-1.9
COC(=O)CCNCCSc1nnc(-c2ccco2)n1Cc1ccccc1,-0.5,-0.3,-6,6,2,-0.4,7,0,19,0.6
O=C(Cn1cnc2c(nnn2Cc2ccccc2)c1=O)c1ccc(Cl)cc1,0.2,-0.2,0,7,2,-1.1,-2,-9,12,0.1
Cc1cc(C(=O)COc2cccnc2[N+](=O)[O-])c(C)n1-c1ccccc1F,-0.3,2.3,-7,6,4,i,-1,2,15,-1.1
COC(=O)[C@@]1(C(C)C)N=C(c2cc(OC)c(OC)c(OC)c2)[C@]2(O1)C(=O)N(C)c1ccc(Cl)cc12,0.6,2.8,-3,.,.,.,14,.,.,.
Cn1nc(C(C)(C)C)cc1C(=O)O,-0.6,0.1,-3,4,-8,i,3,-1,9,-0.4

# Three entries already listed, sorted by molar mass, smallest number first:
SMILES,BoNT-A LC inh2,TcdB GH inh,Anthrax LF inh2,Y pestis TopoI,PriA SSB inh,Vc quorum ag,CCHF vOTU inh,SARS 3CLpro inh,VHR inh abs,PfHsp40 yeast
Cn1nc(C(C)(C)C)cc1C(=O)O,-0.6,0.1,-3,4,-8,i,3,-1,9,-0.4
Cc1nn(CC(=O)N2CCC(N3CCCCC3)CC2)c(=O)c2c1sc1ccccc12,-0.1,0.2,-2,5,-1,1.2,9,1,13,0.7
O=C(CCCn1c(SCC(=O)c2ccc(F)cc2)nc2ccccc2c1=O)NCc1ccco1,-0.5,.,1,4,-2,-0.7,6,4,32,-1.0

# High-throughput results: PubChem, several laboratories
